HKDC1 inh = HKDC1 hexokinase inhibitors, primary screen, biochemical, fluorescence, uHTS; Q2TB90; recombinant HKDC1, G6PDH/diaphorase resazurin coupled fluorescence; inhibition, % at 20 µM; 340,000 tested, 0.16% active; AID 493160, 2011;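 active = inhibition above about 35% when tested at 20 µM, limit read from the data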;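 note: plate controls were DMSO wells with enzyme for no effect and DMSO wells lacking enzyme for full effect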
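test system = in-house recombinant HK5 (HKDC1) enzyme | amount = HKDC1 at 5 µg/mL | control set = DMSO-enzyme wells negative, buffer-substituted wells positive | compound = one dose of 20 µM, 1% DMSO | schedule = reaction time 90 min, room temperature, protected from light | technique = resorufin fluorescence at 613 nm | reagent = glucose with 1 mM ATP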
PfGluPho inh = PfG6PD enzyme inhibitors, primary screen, biochemical, fluorescence intensity, uHTS; inhibition, % at 20 µM; 350,000 tested, 0.78% active; AID 504690, 2011; glucose-6-phosphate dehydrogenase-6-phosphogluconolactonase (Plasmodium falciparum 3D7); PfGluPho enzyme, NADPH resazurin-diaphorase fluorescence;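 active = inhibition reaching at least a set limit at 20 µM in the primary screen, cut at about 59% in these data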;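 note: 0% = DMSO wells with substrate and 100% = DMSO wells lacking glucose-6-phosphate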
ATG4B inh = ATG4B protease inhibitors, primary screen, biochemical, fluorescence, uHTS; ATG4B cleavage of LC3-PLA2, NBD-HPC fluorescence, 1 h; AID 504462, 2011; 340,000 tested, 0.51% active; inhibition, % at 8.33 µM; Cysteine protease ATG4B (Homo sapiens), Q9Y4P1; in the data active = inhibition above about 40%
Target sequence (Q9Y4P1 whole entry, looked up): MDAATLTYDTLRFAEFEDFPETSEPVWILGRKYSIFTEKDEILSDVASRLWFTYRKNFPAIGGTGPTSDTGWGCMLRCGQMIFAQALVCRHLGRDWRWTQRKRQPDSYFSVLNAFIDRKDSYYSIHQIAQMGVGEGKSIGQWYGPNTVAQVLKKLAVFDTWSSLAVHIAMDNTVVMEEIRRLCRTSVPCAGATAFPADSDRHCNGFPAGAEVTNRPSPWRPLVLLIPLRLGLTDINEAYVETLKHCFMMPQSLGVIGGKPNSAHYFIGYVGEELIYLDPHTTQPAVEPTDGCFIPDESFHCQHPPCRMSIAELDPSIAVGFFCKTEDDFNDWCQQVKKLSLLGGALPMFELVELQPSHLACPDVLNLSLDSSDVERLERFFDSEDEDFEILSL
* hit, by the source's call. Some of the compounds tested. The share of hits here may be higher or lower than overall.

cpd	molecule	HKDC1 inh	PfGluPho inh	ATG4B inh
1	CN(C(=O)c1cccc(NC(=O)Cc2cccc(NC(=O)C3CCCN(C(=O)C4CC4)C3)c2)c1)C1CCC1 (stereo not given)	-0.8	13.5	-5.0
2	COc1ccc(-c2ccc3c(c2)C2CC3CCN2)cc1 (stereo not given)	-2.1	28.4	6.6
3	O=C(CN1CCN(Cc2ccccc2)CC1)N1CCCc2c1c(=O)oc1ccc(O)cc21	2.7	-6.3	-8.5
4	O=S(=O)(c1cc(Cl)cc(Cl)c1)N1CCC2CC1c1cc(Cl)ccc12 (stereo not given)	4.6	-3.1	-7.1
5	O=C1NCC(Nc2ccc(Br)cc2)C(=O)N1 (stereo not given)	-8.5	10.8	-2.9
6	CC12CCC(C)(O1)C1C(=O)N(c3nccs3)C(=O)C12 (stereo not given)	-3.3	9.2	-6.8
7	O=C(c1ccc2c(c1)OCO2)N1CCN(CCN2C(=O)c3cccc4cccc(c34)C2=O)CC1	-4.3	2.5	-10.5
8	Cc1cc(C)n(-c2nc(NCCC(C)C)c3c4c(sc3n2)COC(C)(C)C4)n1	1.9	9.0	-1.3
9	CC(C)(O)CN(C(=O)c1ccc([N+](=O)[O-])cc1)C1CCCC1	0.0	15.5	2.8
10	CN(C)c1ccc(C=NNC(=S)Nc2ccc(F)cc2)cc1	-0.1	29.9	-5.1
11	CCCCn1c(N)c(N(CC(C)C)C(=O)c2ccc(OC)c(S(=O)(=O)N3CCOCC3)c2)c(=O)[nH]c1=O	-4.9	-1.2	-9.6
12	O=C(O)C1CSC(c2ccc(O)c([N+](=O)[O-])c2)N1 (stereo not given)	-7.8	0.2	-4.3

More results.
cpd	molecule	HKDC1 inh	PfGluPho inh	ATG4B inh
13	O=C(NN=Cc1ccccc1)C(Oc1ccccc1)c1ccccc1 (stereo not given)	-0.9	10.4	-0.5
14	O=C1C=CC(=O)N1Cc1cccnc1	-7.5	5.7	-5.4
15	C=CCN=c1scc(-c2ccc3c(c2)NC(=O)CO3)n1/N=C(\C)c1ccccn1	-2.6	16.7	-12.3
16	CC[N+]1(C)CCC(O)(c2ccc(OC)cc2)C(C(=O)c2ccc(OC)cc2)C1 (stereo not given)	0.6	7.3	0.3
17	CCOc1cc(NC(=S)Nc2cccc(C)c2)c(OCC)cc1NC(=O)CC(C)C	-0.8	10.4	-0.3
18	Cc1cc(C=O)sc1[B-](F)(F)F	-3.3	-8.4	0.5
19	COc1cccc(NC(=O)CN(C)C(=O)c2cc(CN3C(=O)c4ccccc4C3=O)ccc2OC)c1	1.0	-9.4	-53.6
20	CC(C)(C)C(=O)Nc1cc2nn(-c3ccccc3)nc2cc1Cl	0.8	1.4	-7.5
21	N#Cc1c(N2CCN(c3ccc([N+](=O)[O-])cc3)CC2)[n+](=O)c2ccc(Cl)cc2n1[O-]	5.4	13.4	-9.1
22	CC(C)(C)S(=O)(=O)N1C[C@@H]2CC/C=C\C/C(c3ccccc3)=C\2[C@H]1CCO	-3.8	13.4	-10.7
23	Cc1nc(N)[nH]c(=O)c1CCCNc1ccc([N+](=O)[O-])cc1	-5.1	-7.4	1.3
24	COCCCn1c(=N)c(C(=O)NCc2ccc3c(c2)OCO3)cc2c(=O)n3cccc(C)c3nc21	-4.5	-18.9	3.6

6 of these compounds, set out differently.
Order of results – HKDC1 inh, PfGluPho inh, ATG4B inh
19: COc1cccc(NC(=O)CN(C)C(=O)c2cc(CN3C(=O)c4ccccc4C3=O)ccc2OC)c1
    1.0, -9.4, -53.6
20: CC(C)(C)C(=O)Nc1cc2nn(-c3ccccc3)nc2cc1Cl
    0.8, 1.4, -7.5
21: N#Cc1c(N2CCN(c3ccc([N+](=O)[O-])cc3)CC2)[n+](=O)c2ccc(Cl)cc2n1[O-]
    5.4, 13.4, -9.1
22: CC(C)(C)S(=O)(=O)N1C[C@@H]2CC/C=C\C/C(c3ccccc3)=C\2[C@H]1CCO
    -3.8, 13.4, -10.7
23: Cc1nc(N)[nH]c(=O)c1CCCNc1ccc([N+](=O)[O-])cc1
    -5.1, -7.4, 1.3
24: COCCCn1c(=N)c(C(=O)NCc2ccc3c(c2)OCO3)cc2c(=O)n3cccc(C)c3nc21
    -4.5, -18.9, 3.6

Carrying on:
cpd	molecule	HKDC1 inh	PfGluPho inh	ATG4B inh
25	CCOC(=O)C1CCN(Cc2nc3ccccc3c(=O)n2-c2ccc(OCC)cc2)CC1	0.4	-2.9	7.8
26	Cc1ccc(C(=O)N2[C@@H]3CN(C)C(=O)[C@@]2(C)[C@H]2C(=O)N(C)C(=O)[C@@H]32)cc1	0.5	-2.2	-3.5
27	COc1ccc(-n2nc(C(=O)N3CCN(c4ccc(F)cc4)CC3)c3ccccc3c2=O)c(OC)c1	3.2	-6.1	-10.3
28	CN(C(=O)c1cccc(NC(=O)Cc2ccc(NC(=O)C3CCCN(C(=O)C4CCC4)C3)cc2)c1)C1CCCC1 (stereo not given)	-2.0	-17.9	-7.9
29	Cc1ccc(NCCCn2cnc3c(OCc4ccccc4)ncnc32)cc1C	3.6	28.9	2.9
30	CCn1c(=O)cc(SCC(=O)NCc2ccco2)c2ccccc21	9.8	3.3	-4.8
31	CN1CCCC(OC(=O)c2ccc3c(c2)OCCO3)C1 (stereo not given)	-4.2	1.0	-3.5
32	CC(=O)OC(C)(CCC(C)(OC(C)=O)C(C)=O)C(C)=O (stereo not given)	-3.2	4.9	1.5
33	CN(C(=O)c1cccc(NC(=O)Cc2cccc(NC(=O)C3CCCN(C(=O)c4ccccc4)C3)c2)c1)C1CC1 (stereo not given)	-3.5	-3.1	-10.3
34	CC(=O)C1=C(C)N=c2s/c(=C/c3ccc4c(c3)OCO4)c(=O)n2C1c1ccc(N(C)C)cc1 (stereo not given)	-4.7	2.2	1.5
35	O=c1[nH]c(=O)c2[nH]c(=S)[nH]c2[nH]1	5.3	65.9*	3.6
36	O=[N+]([O-])c1ccc(/C=C/c2nc3ccc([N+](=O)[O-])cc3[nH]2)cc1	-3.0	20.4	5.3

One compound at a time, from the list above:
O=C1C=CC(=O)N1Cc1cccnc1 is entered as HKDC1 inh: -7.5; PfGluPho inh: 5.7; ATG4B inh: -5.4
Cc1ccc(NCCCn2cnc3c(OCc4ccccc4)ncnc32)cc1C is entered as HKDC1 inh: 3.6; PfGluPho inh: 28.9; ATG4B inh: 2.9

(cont.)
cpd	molecule	HKDC1 inh	PfGluPho inh	ATG4B inh
37	O=[N+]([O-])c1ccc(NN=C2CCCCC2)c([N+](=O)[O-])c1	-4.5	5.9	-5.2
38	CC(C)n1c(CNC(=O)c2ccccc2F)nnc1SCC(=O)NC1CCCCC1	-0.3	-23.0	12.3
39	O=C1c2[nH]c(=O)[nH]c(=O)c2CN1Cc1ccccc1	-5.5	-12.7	-11.1
40	CCc1ccccc1OCC(=O)NC1CCCC1	-6.3	-5.0	-11.2
41	COc1cccc2c1C(=O)c1c(O)c3c(c(O)c1C2=O)CC(O)(C(=O)CO)CC3OC1CC(N(C)C)C(O)C(C)O1 (stereo not given)	12.1	33.2	-22.9
42	O=C1NC(=S)NC1=Cc1ccc(O)cc1	-3.0	-5.3	-1.1
43	C=CCSc1nnc(CSc2nc3sc4c(c3c(=O)[nH]2)CCCC4)n1-c1ccccc1	15.9	-21.4	12.2
44	Cc1cccc2c1c1ccc3c(c1n2C)C(=O)C=CC3=O	11.1	56.6	0.4
45	CC(=O)Nc1ccc(Cl)cc1-c1ccccc1	4.4	-11.8	-5.5
46	COCC(=O)N(C)[C@H]1C[C@H]2c3cc(Oc4ccccc4C)ccc3CCN2C(=O)[C@H]1[C@H](C)O	-6.7	2.0	3.2
47	NC(=O)C1=C(c2ccccc2)c2ccccc2C1=O	3.6	41.7	-4.1
48	N#CC1c2ccccc2C=CN1C(=O)N(c1ccccc1)c1ccccc1 (stereo not given)	1.5	14.7	3.7

Next section.
cpd	molecule	HKDC1 inh	PfGluPho inh	ATG4B inh
49	CCCCN(C(=O)c1cccc2c(=O)c(C)c(-c3ccccc3)oc12)c1ccccc1	1.2	-9.8	-10.9
50	CN(C)Cc1ccccc1Sc1cccc2ccccc12	-3.9	19.4	18.7
51	CC(C)NC1(C(N)=O)CCN(Cc2ccccc2)CC1	-6.3	1.6	-8.8
52	O=C(COc1ccc(/C=N/NC(=O)c2ccc(O)cc2)cc1)Nc1ccc([N+](=O)[O-])cc1	16.4	-13.3	5.2
53	O=c1ccn(C2CCCO2)c(=O)[nH]1 (stereo not given)	-5.3	-2.7	0.8
54	OC1(c2ccc(OC(F)F)cc2)CSC(=Nc2cccnc2)N1Cc1ccco1 (stereo not given)	-12.4	11.3	-7.9
55	CC(=NNC(=O)c1ccncc1)c1cc(Cl)ccc1Cl	-3.4	0.1	-4.9
56	O=C(O)C(CCc1ccccc1)(Cc1ccccc1)C(=O)O	7.6	-37.9	2.5
57	S=c1nc(-c2ccccc2)[nH]n1-c1ccccc1	-8.3	53.3	-6.9
58	O=C1Nc2ccccc2C1=NN1CCCCCC1	-0.5	3.0	-1.4
59	Cc1ccc(N/C(N)=N/c2nc(CSc3ccc(C)cc3)cc(=O)[nH]2)cc1	1.3	-7.4	3.0
60	CN(C(=O)CCl)C1CCCc2ccccc21 (stereo not given)	13.2	3.8	-1.4

Additional entries follow:
cpd	molecule	HKDC1 inh	PfGluPho inh	ATG4B inh
61	CN(C(=O)c1ccc(NC(=O)Cc2ccc(NC(=O)C3CCCN(C(=O)CCc4ccccc4)C3)cc2)cc1)C1CCCC1 (stereo not given)	-0.9	7.0	-13.6
62	O=[N+]([O-])c1ccc(C=NN=Cc2ccc([N+](=O)[O-])cc2)cc1	-8.4	2.3	-6.8
63	NS(=O)(=O)c1ccc(NC(=O)c2ccc(-c3ccccc3)cc2)cc1	6.1	-15.0	21.7
64	O=C(COC(=O)c1cc(=O)[nH]c2ccccc12)Nc1nc(-c2ccc(F)cc2)cs1	-3.5	-4.7	-7.5
65	O=C1NC(c2cccc3ccccc23)Nc2ccc(Cl)cc21 (stereo not given)	1.4	13.6	43.4*
66	O=c1[nH]c(O)c(/C=C2\C=Nc3ccccc32)[nH]1	1.0	6.5	-3.0
67	Cc1ccc(N/N=C/c2c(C)c(C#N)c(=O)n(C)c2O)cc1C	3.3	38.5	-6.0
68	CC(=O)N1c2cc3ccccc3cc2N(C(C)=O)c2cc3ccccc3cc21	-2.3	1.8	2.0
69	COc1ccc(C(=O)/C=C/c2ccc(N3CCCCC3)c([N+](=O)[O-])c2)c(OC)c1	9.3	6.5	2.4
70	COc1cc(/C=C(\C#N)c2ccccn2)ccc1OCc1ccccc1Cl	-6.0	-5.5	10.9
71	COc1cc(OC)cc(C(=O)N[C@H](C(=O)OCC(=O)N2CCN(S(=O)(=O)c3ccc(C)cc3)CC2)C(C)C)c1	-2.1	-2.0	-65.0
72	C[C@H](O)[C@@H]1C(=O)N2CCc3ccc(-c4ccccc4)cc3[C@@H]2C[C@@H]1N(C)C(=O)NC1CCCCC1	-2.8	10.8	6.3

Next part
cpd	molecule	HKDC1 inh	PfGluPho inh	ATG4B inh
73	CCOc1ccc(NC(=O)CN(C)C(=O)c2c(C)nn(Cc3ccccc3Cl)c2C)cc1OCC	-0.5	-5.9	-10.3
74	O=S(=O)(c1cccc2nsnc12)N1CCc2ccccc21	-3.6	31.3	-7.3
75	Cc1ccc2cc(/C=N/Nc3nc4ccccc4[nH]3)c(Cl)nc2c1	-4.8	4.1	-8.7
76	F[B-](F)(F)COCc1ccccc1Br	-7.4	-5.7	-4.2
77	O=c1oc2cc(O)ccc2cc1-c1nc2c(s1)CCc1ccccc1-2	10.3	40.5	-7.6
78	O=[N+]([O-])c1cc(F)cc(F)c1Nc1cc(F)cc(F)c1	4.6	-9.5	8.5
79	COc1ccc(/C=C2/CCCc3ccccc3C2=O)cc1	-3.0	-9.1	42.3*
80	COc1ccc(N2CCCn3c2nc2c3c(=O)n(Cc3ccc(F)cc3)c(=O)n2C)c(OC)c1	2.9	-2.4	-10.1
81	COc1ccc(-c2nc3c(s2)CN(S(C)(=O)=O)CC3)cc1OC	-0.4	-8.6	-7.2
82	CCN(CC)C1Oc2cc3c(cc2C(c2cccc(OC)c2O)C1C)OCO3 (stereo not given)	0.7	29.7	-0.4
83	COc1cccc(-c2nc(-c3ccc(NC(=O)Cc4ccccc4OC)cc3)no2)c1	-1.5	24.0	-6.0

Bioassay records from PubChem BioAssay.
